# Vif-A3F inh: inhibitors of Vif-A3F interaction. HeLa A3F-eYFP + Vif (tagged APOBEC3F with the HIV-1 protein that degrades it), YFP fluorescence increase. Potency, µM (highest dose often 46.1 µM), inactives show at the top dose activity, negative = active. 0.2% of 390,000 active; also: potency is read from the fitted curve at half-maximal effect; % of control where 0% means no effect; nearly all actives have a fitted effect of over 65% in size
#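 HeLa cells stably expressing Vif plus C-terminally eYFP-tagged A3F were seeded, incubated overnight at 37 deg C, dosed with compound, incubated overnight again at 37 deg C. Yellow fluorescence (Ex 488/Em 500-530) reported blocked Vif-mediated A3F-eYFP degradation.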
# mIDH1 inhibitor: inhibitors of human mutant IDH1 R132H | Potency, µM (highest dose often 76.6 µM), for inactives: at the top dose activity change, negative = inhibition, hits mostly inhibitors | 0.093% of 390,000 active | O75874 | AID 602179 | IDH1-R132H enzyme, NADPH consumption, diaphorase/resazurin fluorescence; also: potency is read from the fitted curve at half-maximal effect; % is scaled to controls: 0 for no effect and ±100 for the full control effect; nearly all actives have a fitted effect of over 65% in size
#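 IDH1-R132H (0.5 ug/mL dispensed) in pH 7.5 Tris buffer was preincubated 30 min with compound, then given a substrate mix of 0.016 mM NADPH and 2 mM alpha-KG for 80 min at room temperature; remaining NADPH was read by diaphorase/resazurin fluorescence.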
# LDHA block: inhibitors of human lactate dehydrogenase A. 0.15% of 480,000 active. purified LDHA, NADH/diaphorase-resazurin fluorescence; stronger effect = lower value. activity change, % (values are at about 110 or 230 µM). AID 1347041; in the data active = activity change below about -30%; inconclusive = mostly about -25% to -30%;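 also: plate controls were DMSO wells for no effect and wells without enzyme for full effect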
#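 Remaining NADH was detected by diaphorase (0.133 mg/mL) converting 37 µM resazurin to fluorescent resorufin, read at 0 and 20 minutes. The preceding 5-minute room-temperature reaction used 2 nM LDHA, 0.2 mM sodium pyruvate and 0.06 mM NADH at pH 7.4.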
# GRP78 ERSR act: ER stress response induction in glioma; U87-MG GRP78 promoter luciferase reporter, 16 h; Potency, µM, for inactives: top-dose activation, usual class: activators; 0.02% of 420,000 active; AID 602332; also: potency is read from the fitted curve at half-maximal effect; series mostly up to about 76 µM; % of control where 0% means no effect; nearly all actives have a fitted effect of over 35% in size
#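 Stably transfected U87-MG human glioma cells carrying a GRP78-based luminescent sensor were seeded at 1000 cells/well, pin-dosed with compounds and incubated 16 h. Luciferase reagent was then added, and end-point luminescence was read after 10 min at room temperature.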
# Vif-APOBEC3G blk: blocks the Vif interaction with human APOBEC3G; Potency, µM (top dose mostly 46.1 µM), inactives show top-dose activity, negative = active, usual class: inhibitors; Q9HC16; 0.076% of 410,000 active; AID 602310; HeLa A3G-eYFP + Vif (tagged APOBEC3G with the HIV-1 protein that degrades it), YFP fluorescence, overnight;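 also: potency is read from the fitted curve at half-maximal effect; % is scaled to controls: 0 for no effect and ±100 for the full control effect; nearly all actives have a fitted effect of over 60% in size; hits raise eYFP signal because A3G escapes Vif-driven loss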
#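 Read-out is eYFP fluorescence (Ex 488/Em 500-530) from Vif-expressing HeLa A3G-eYFP cells; more signal means A3G escaped Vif-mediated degradation. Cells plated overnight, compound pinned in, incubated overnight at 37 deg C.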
# TrxR1 substrate: substrates of rat thioredoxin reductase 1; 0.01% of 390,000 active; purified TrxR1 substrate turnover, NADPH consumption readout; Potency, µM (titrated, usually from 114 µM), for the others: top-dose activity change, negative = substrate turnover; AID 588456; also: potency is read from the fitted curve at half-maximal effect; % is scaled to controls: 0 for no effect and ±100 for the full control effect; nearly all actives have a fitted effect of over 50% in size
#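 Rat TrxR1, dispensed at 90 nM, was prereduced with 400 uM NADPH (final) for 5 min at ~22 deg C, then incubated with compound 15 min before 400 uM selenite. A first-read NADPH fluorescence drop versus no-compound background flagged substrates.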
# USP1-UAF1 inh: inhibitors of human USP1/UAF1 deubiquitinase; O94782; 0.23% of 390,000 active; Potency, µM (titrated, usually from 57.1 µM), without a hit: top-dose activity change, negative = inhibition, hits mostly inhibitors; recombinant USP1/UAF1, Ub-Rhodamine cleavage fluorescence; AID 743255; also: potency is read from the fitted curve at half-maximal effect; % is scaled to controls: 0 for no effect and ±100 for the full control effect; nearly all actives have a fitted effect of over 60% in size; inactives centre near -12
#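 USP1/UAF1 complex at 1 nM was preincubated with compound for 15 min at room temperature, then Ub-Rho substrate (150nM final) was added. Fluorescence (480/540 nm) was read kinetically, 6 reads every 60 seconds.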
# PI4K2A inh: PI4K2A (human) kinase inhibition; Q9BTU6; purified PI4K2A, ADP-Glo luminescence, 1 h; stronger effect = lower value; activity change, negative = inhibition, % at 76.9 µM; 0.13% of 420,000 active; AID 1346378; in the data active = activity change below about -50%; inconclusive = mostly about -30% to -49%;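 also: -100% = wells without enzyme as full effect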
# Target sequence (Q9BTU6 whole entry, looked up): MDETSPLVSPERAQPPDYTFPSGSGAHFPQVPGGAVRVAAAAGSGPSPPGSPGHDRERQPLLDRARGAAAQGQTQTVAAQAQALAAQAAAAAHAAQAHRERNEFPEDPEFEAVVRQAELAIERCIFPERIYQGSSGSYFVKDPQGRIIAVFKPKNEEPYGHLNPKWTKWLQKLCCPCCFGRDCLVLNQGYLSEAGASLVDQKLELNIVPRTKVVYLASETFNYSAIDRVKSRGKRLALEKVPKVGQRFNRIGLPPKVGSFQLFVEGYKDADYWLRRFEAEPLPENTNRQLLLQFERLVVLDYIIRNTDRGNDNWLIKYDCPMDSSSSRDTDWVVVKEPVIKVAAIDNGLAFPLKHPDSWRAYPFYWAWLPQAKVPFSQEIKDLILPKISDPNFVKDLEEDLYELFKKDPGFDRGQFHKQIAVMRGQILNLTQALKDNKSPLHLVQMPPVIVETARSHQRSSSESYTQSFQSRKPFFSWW
#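 In this quantitative HTS, ADP production by PI4K2A was quantified luminescently after 1 h at ambient temperature; 100 microM adenosine served as plate-quality control.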
# RXFP1 ag: RXFP1 (human) receptor agonism | HEK293T-RXFP1 cAMP TR-FRET, 30 min; response scale: percent of porcine relaxin response, buffer zero | Potency, µM (series often up to 57.5 µM), for inactives: at the top dose activation, hits mostly activators | 0.3% of 370,000 active; also: potency is read from the fitted curve at half-maximal effect; % is scaled to controls: 0 for no effect and ±100 for the full control effect; nearly all actives have a fitted effect of over 60% in size; many of its hits are not listed in these tables
#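 Agonist response is measured as cAMP accumulation in an RXFP1-transfected HEK293T line under PDE4 inhibition. Values are scaled between buffer-only and 29 nM porcine relaxin, and EC50s come from standard Hill equation fits.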
# An asterisk follows results filed as active; ? = inconclusive; . = not tested or not shown; [ ] = another dose, or the depositor's remark. Unless noted, calls follow the shape of the dose curve; as a rule, active = well fitted curve in the direction sought with a large enough effect; inconclusive = small, poorly fitted or top-dose-only effect, or another doubt; inactive = no such curve, though single readings can be large; an effect the other way counts as inactive or inconclusive. An excerpt. The share of hits here may be higher or lower than overall.
# The first 3 records as a preview:
structure	Vif-A3F inh	mIDH1 inhibitor	LDHA block	GRP78 ERSR act	Vif-APOBEC3G blk	TrxR1 substrate	USP1-UAF1 inh	PI4K2A inh	RXFP1 ag
CCCN1C(=O)c2ccccc2NC1c1ccc(Cl)cc1 (configuration not stated)	-9%	13%	-8	-3%	4%	91%[activator]	-15%	0	-0.3%
COc1ccc(N2C(=O)CCC(C(=O)N3CCCCCC3)C2c2ccc(OC)c(OC)c2)cc1 (configuration not stated)	-10%	1%	-5	-1%	0%	12%[57.1 µM]	-15%	-1	2.9%
CCOC(=O)N1CCN(C(=O)C2CCN(S(=O)(=O)c3ccc(F)cc3)CC2)CC1	5%	-4%	-4	-4%	-3%	6%[57.1 µM]	-13%	2	0.0%

# The whole of this part, from the first entry:
structure	Vif-A3F inh	mIDH1 inhibitor	LDHA block	GRP78 ERSR act	Vif-APOBEC3G blk	TrxR1 substrate	USP1-UAF1 inh	PI4K2A inh	RXFP1 ag
CCCN1C(=O)c2ccccc2NC1c1ccc(Cl)cc1 (configuration not stated)	-9%	13%	-8	-3%	4%	91%[activator]	-15%	0	-0.3%
COc1ccc(N2C(=O)CCC(C(=O)N3CCCCCC3)C2c2ccc(OC)c(OC)c2)cc1 (configuration not stated)	-10%	1%	-5	-1%	0%	12%[57.1 µM]	-15%	-1	2.9%
CCOC(=O)N1CCN(C(=O)C2CCN(S(=O)(=O)c3ccc(F)cc3)CC2)CC1	5%	-4%	-4	-4%	-3%	6%[57.1 µM]	-13%	2	0.0%
N#CCC(=O)Nc1sc2c(c1C(N)=O)CCCC2	-14%	-9%	-4	-2%	-2%	-2%	-22%	-1	-2.8%
Cc1cccc(/C=N/NC(=O)Cc2cccs2)c1	0%	6%	-1	2%	0%	-2%	-17%	2	1.9%
O=C(NC(=S)Nc1ccccc1C(=O)O)c1ccc(-c2ccc(Br)cc2)o1	0%	6%	0	?	-9%	0%	?	-8	?
O=C(Nc1cccc(S(=O)(=O)N2CCCCC2)c1)C1CCCC1	-18%	-8%	-1	-3%	13%	1%	-21%	-3	1.8%
Cc1ccccc1S(=O)(=O)NC1OC(=O)C(Cl)=C1Cl (configuration not stated)	-19%	1%	1	-3%	-1%	-8%	-28%	-5	-1.1%
COc1ccc(OC)c(C2=NOC(C(=O)Nc3ccc4c(c3)OCCO4)C2)c1 (configuration not stated)	1%	-10%	-2	-6%	-2%	-4%	-14%	3	3.4%
COc1cc2nc(SCc3ccc(Cl)cc3Cl)n(Cc3cccs3)c(=N)c2cc1OC	-2%	2%	-5	-6%	3%	14%	-26%	-2	0.7%
COc1ccc(CCN2CC(C(=O)NCCCn3nc(C)cc3C)CCC2=O)cc1 (configuration not stated)	-8%	0%	-5	7%	3%	-2%	-7%	-5	-0.3%
CC(C)Cc1nnc(NC(=O)c2ccc3c(c2)NC(=O)C(C)S3)s1 (configuration not stated)	6%	5%	0	2%	-6%	14%[57.1 µM]	-9%	0	1.4%
COc1ccc(OC)c(/C=N/NC(=O)c2cc[n+](Cc3ccccc3)cc2)c1	-24%	3%	7	-3%	10%	-9%[57.1 µM]	-16%	2	1.1%
Cc1c(C(=O)N2CCc3ccccc3C2)sc2nc(-c3ccccc3)cn12	-2%	3%	2	2%	2%	-1%	-25%	7	0.1%
Nc1nnc(-c2ccncc2)s1	1%	-2%	0	0%	1%	82%[activator][57.1 µM]	-2%	8	4.2%
COc1cccc(NC(=O)NC2CCCCC2C)c1 (configuration not stated)	?	-25%	-3	0%	-10%	-3%	-4%	1	0.0%
Cc1cc(-c2n[nH]c(=S)n2/N=C/c2c[nH]c3ccccc23)n[nH]1	3%	-8%	-13	1%	-3%	1%	-10%	5	-0.5%
CC(CCc1ccccc1)NCc1cccc2ccccc12 (configuration not stated)	-14%	5%	-8	0%	0%	-5%	-1%	1	-2.5%
COc1ccc(CCN2CCCC(CN(C)Cc3cc(OC)ccc3OC)C2)cc1 (configuration not stated)	4%	1%	-1	-5%	5%	4%	-17%	-5	-2.7%
COc1ccc(CCNC(=O)CNC(=O)N2CC(=O)Nc3ccccc32)cc1OC	0%	-1%	-5	-1%	0%	.	-24%	2	.

# Just RXFP1 ag, for six of the compounds above:
Structure,RXFP1 ag
COc1ccc(CCN2CCCC(CN(C)Cc3cc(OC)ccc3OC)C2)cc1 (configuration not stated),-2.7%
CC(C)Cc1nnc(NC(=O)c2ccc3c(c2)NC(=O)C(C)S3)s1 (configuration not stated),1.4%
Cc1cccc(/C=N/NC(=O)Cc2cccs2)c1,1.9%
O=C(Nc1cccc(S(=O)(=O)N2CCCCC2)c1)C1CCCC1,1.8%
CCOC(=O)N1CCN(C(=O)C2CCN(S(=O)(=O)c3ccc(F)cc3)CC2)CC1,0.0%
COc1cccc(NC(=O)NC2CCCCC2C)c1 (configuration not stated),0.0%
